# Screening results deposited in PubChem by National Center for Advancing Translational Sciences (NCATS).
# BRCA1 expr act – activators of BRCA1 expression. MCF7-BRCA1-FFLuc reporter, luminescence, 48 h; response scale: scaled: vehicle 0%, 10 µM genistein 100%. Potency, µM (highest dose often 46.1 µM), for the others: at the top dose activation, hits mostly activators. actives 1.1% (n = 380,000). AID 624202; further: nearly all actives have a fitted effect of over 80% in size; some results filed as inactive show a strong effect at the top dose
#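 Reporter cells (MCF7, BRCA1 promoter-firefly luciferase) received library compounds across a concentration series for 48 h. End-point luminescence was measured and concentration-effect curves derived after normalization.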
# p53 reactivator – re-activators of mutant p53; H1299 p53-A138V BP100-luciferase reporter, luminescence, 24 h; Potency, µM (highest dose often 92.2 µM), inactives show top-dose activity change, positive = activation, most hits filed as activators; actives 0.063% (n = 320,000); further: % of control where 0% means no effect; nearly all actives have a fitted effect of over 45% in size
#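 p53-null H1299 cells stably carrying temperature-sensitive p53-A138V and a BP100-luciferase reporter were pinned with compounds (4-point, 1:5 series) and held 24 hrs at 37 deg C. Luminescence was read 10 min after detection reagent.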
# MLL CXXC-DNA inh – MLL CXXC-DNA interaction inhibition | actives 0.037% (n = 290,000) | MLL-CXXC / FITC-HOXA9 DNA fluorescence polarization | Potency, µM (doses to about 115 µM), inactives show at the highest dose activity change, negative = inhibition, hits mostly inhibitors | AID 2662 | Q03164; active means well fitted inhibition curve with a large enough effect in the polarisation, with a control signal flat, not every such curve was filed as active; inconclusive means small, poorly fitted or top-dose-only effect, or effect the other way, or a change in a side signal; inactive means no such curve, though single readings can be large or run the other way; the % refers to the polarisation
#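 Purified MLL-CXXC (added from a 7 uM solution) was preincubated 5 min at ambient with pinned compounds in 50 mM Tris-HCl pH 7.5, 50 mM NaCl, 1 mM DTT, 0.05% BSA. Fluorescein-labeled HOX-A9 DNA (50 nM solution) followed, 30 min, then polarization read.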
# Rab9 prom act – activates the Rab9 promoter; Huh7 Rab9 promoter-luciferase reporter, luminescence, 24 h; Potency, µM (doses to about 9.22 µM), inactives show top-dose activation, negative = inhibition, hits mostly activators; actives 2.8% (n = 320,000); AID 485297; further: % of control where 0% means no effect; nearly all actives have a fitted effect of over 60% in size
#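 Luminescence read-out: Huh7 cells stably expressing Rab9-luciferase, treated 24 h with compound at 37 °C, then lysed with luciferase reagent for 10 min at ambient before reading.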
# Gal4-VP16 FLuc – counter-screen for ROR gamma inhibitors: Gal4-VP16 reporter; Drosophila S2 Gal4-VP16 UAS-luciferase, luminescence, 20 h; Potency, µM (titrated, usually from 53.6 µM), for inactives: top-dose activity, negative = inhibition, hits mostly inhibitors; actives 3.5% (n = 310,000);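 further: Gal4-VP16 expression switched on by copper sulfate through the metallothionein promoter; on the % scale 0 is the no-effect control and ±100 the full control effect; nearly all actives have a fitted effect of over 50% in size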
# NPC1 prom act – activators of NPC1 promoter; Potency, µM (series often up to 9.22 µM), inactives show top-dose activation, most hits filed as activators; Huh7 NPC1 promoter luciferase reporter, 24 h; AID 485313; actives 2.4% (n = 320,000);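 further: % of control where 0% means no effect; nearly all actives have a fitted effect of over 60% in size; reporter is driven by a mutant NPC1 promoter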
#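 Compounds in DMSO were transferred onto Huh7 NPC1-luciferase reporter cells pre-incubated 2 h; after 24 h at 37 °C, Amplite reagent was dispensed and luminescence recorded 10 min later.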
# ELG1 genotoxic – genotoxicity induction in ELG1-luciferase HEK293T cells. HEK293T ELG1-luciferase reporter, luminescence, 16 h. Potency, µM (highest dose often 46 µM), for inactives: at the top dose activity change, positive = activation, actives largely listed as activators. actives 1.3% (n = 330,000); further: % of control where 0% means no effect; nearly all actives have a fitted effect of over 60% in size
#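 Screening used a luciferase reporter fused to human ELG1 in HEK293T cells. Luminescence was read on a CCD plate imager after 16 hr exposure and 30 min ONE-Glo incubation.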
# FLuc counter – counter-screen for miR-21 project: firefly luciferase inhibitors or activators; P08659; purified FLuc, Km substrates, luminescence inhibition; Potency, µM (doses to about 57.5 µM), for inactives: top-dose activity change, negative = inhibition, most hits filed as inhibitors; actives 6.9% (n = 360,000);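 further: plate controls were vehicle for no effect and reference inhibitor for full effect; nearly all actives have a fitted effect of over 55% in size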
# Target sequence (P08659 whole entry, looked up): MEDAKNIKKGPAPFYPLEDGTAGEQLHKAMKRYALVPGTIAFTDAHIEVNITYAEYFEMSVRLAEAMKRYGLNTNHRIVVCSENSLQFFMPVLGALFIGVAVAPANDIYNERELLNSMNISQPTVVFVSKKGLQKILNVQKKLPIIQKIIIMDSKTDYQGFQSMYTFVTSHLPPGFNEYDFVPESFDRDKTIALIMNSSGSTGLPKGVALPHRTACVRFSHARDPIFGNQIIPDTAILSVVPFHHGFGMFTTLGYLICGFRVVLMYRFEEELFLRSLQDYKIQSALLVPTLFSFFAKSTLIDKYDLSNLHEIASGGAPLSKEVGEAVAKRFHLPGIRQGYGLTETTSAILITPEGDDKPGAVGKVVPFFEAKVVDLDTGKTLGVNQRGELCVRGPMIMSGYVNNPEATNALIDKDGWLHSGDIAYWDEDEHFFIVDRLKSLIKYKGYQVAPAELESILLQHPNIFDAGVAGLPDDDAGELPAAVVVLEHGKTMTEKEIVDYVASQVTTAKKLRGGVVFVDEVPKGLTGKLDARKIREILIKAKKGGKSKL
#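 Purified P. pyralis luciferase (10nM final) with 10uM D-luciferin and 10uM ATP (Km levels) in 50mM Tris acetate pH 7.5, 10mM Mg acetate, 0.01% Tween-20, 0.05% BSA; qHTS 6-point titration, ~60 µM downward; luminescence read.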
# RORgamma inh – inhibitors of mouse ROR gamma transcriptional activity; P51450; Drosophila S2 Gal4-RORgamma UAS-luciferase reporter, 20 h; Potency, µM (doses to about 53.6 µM), without a hit: top-dose activity change, negative = inhibition, most hits filed as inhibitors; actives 5.4% (n = 310,000); AID 2551; further: on the % scale 0 is the no-effect control and ±100 the full control effect; nearly all actives have a fitted effect of over 60% in size
# Target sequence (P51450 whole entry, looked up, the tested form may be a part): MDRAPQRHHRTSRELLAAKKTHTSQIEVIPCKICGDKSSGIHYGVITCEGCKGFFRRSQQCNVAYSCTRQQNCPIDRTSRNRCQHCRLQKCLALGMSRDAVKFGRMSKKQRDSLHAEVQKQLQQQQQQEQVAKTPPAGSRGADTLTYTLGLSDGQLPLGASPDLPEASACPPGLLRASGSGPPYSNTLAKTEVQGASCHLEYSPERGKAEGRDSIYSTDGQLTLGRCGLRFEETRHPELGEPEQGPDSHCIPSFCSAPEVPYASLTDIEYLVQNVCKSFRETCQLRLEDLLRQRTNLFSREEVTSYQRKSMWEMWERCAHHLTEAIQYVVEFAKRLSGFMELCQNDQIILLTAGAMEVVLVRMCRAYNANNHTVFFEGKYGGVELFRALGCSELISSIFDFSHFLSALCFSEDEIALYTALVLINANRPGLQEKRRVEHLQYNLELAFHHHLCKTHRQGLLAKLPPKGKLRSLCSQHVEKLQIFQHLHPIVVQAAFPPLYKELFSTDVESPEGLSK
#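 Drosophila S2 cells stably expressing Gal4-DBD/mouse RORγ fusion under metallothionein promoter plus UAS-luciferase; compound 1 h, then 700 uM CuSO4 induction for 20 h at ambient temperature; inhibition read as reduced luminescence.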
# MBNL1 CUG block – blocks human MBNL1 binding to CUG repeat RNA; Q9NR56; TR-FRET MBNL1-His/biotin-(CUG)12 binding, 665/545 ratio; Potency, µM (titrated, usually from 57.5 µM), for the others: at the highest dose activity change, negative = inhibition, actives largely listed as inhibitors; actives 0.036% (n = 280,000); AID 2675; active means well fitted inhibition curve with a large enough effect in the signal ratio, with a control signal flat, not every such curve was filed as active; inconclusive means small, poorly fitted or top-dose-only effect, or effect the other way, or a change in a side signal; inactive means no such curve, though single readings can be large or run the other way; the % refers to the signal ratio; further: on the % scale 0 is the no-effect control and ±100 the full control effect
#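 Compound titration spanned 92 nM–58 uM against the MBNL1-His/biotin-(CUG)12 complex. After 60 min at room temperature with 5 nM streptavidin-XL665 and 0.055 ng/ul terbium anti-His, ratiometric 665/545 nm emission (Ex 340 nm) normalized to controls.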
# uPA surface inh – cell surface uPA generation inhibition; Potency, µM (titrated, usually from 38.3 µM), without a hit: at the highest dose activity change, negative = inhibition, actives largely listed as inhibitors; actives 0.31% (n = 330,000); cell surface uPA generation assay, qHTS; AID 540303; active means well fitted inhibition curve with a large enough effect; inconclusive means small, poorly fitted or top-dose-only effect; inactive means no such curve, though single readings can be large or run the other way; tested in mouse RAW 264.7 cells; further: on the % scale 0 is the no-effect control and ±100 the full control effect; nearly all actives have a fitted effect of over 55% in size
# Numbers without * were called inactive; ? = inconclusive; · = no result given; & = joins results of further samples; [ ] = dose if it differs, or a comment. Unless noted, the call rests on the fitted dose curve; in most records, active means well fitted curve in the direction sought with a large enough effect; inconclusive means small, poorly fitted or top-dose-only effect, or another doubt; inactive means no such curve, though single readings can be large; an effect the other way counts as inactive or inconclusive. Potency means the concentration at half of the fitted maximal effect. Only part of the results is shown; rates above refer to the full screens.
mol,BRCA1 expr act,p53 reactivator,MLL CXXC-DNA inh,Rab9 prom act,Gal4-VP16 FLuc,NPC1 prom act,ELG1 genotoxic,FLuc counter,RORgamma inh,MBNL1 CUG block,uPA surface inh
O=C(CN1C(=O)C2C3C=CC(C3)C2C1=O)NCCc1ccccc1 (stereo not given),14%,4%,-5%,0%,-1%,4%,10%,-2%,-19%,1%,1%
O=C(C1CCCN1C(=O)c1cccs1)N1CCc2ccccc21 (stereo not given),0%,7%,-1%,-4%,-15%,10%,1%,-7%,20%,-2%,-1%
COc1ccc(NC(=O)c2ccc3ccccc3c2)cc1,?,18%,-9%,0.71µM*,-2%,0.71µM*,2.3µM*,0.85µM*,-33%,-4%,-27%
O=C(O)CONC(=O)c1cc(OCC(F)(F)F)ccc1OCC(F)(F)F,-14%,-5%,-5%,5%,-5%,-6%,-1%,5%,0%,19%,4%
CCc1ccc(-c2ccc(C(=O)C(F)(F)F)[nH]2)cc1,?,?,5%,1.1µM*,?,2µM*,?,2.1µM*,13%,3%,0%
CN(C)S(=O)(=O)c1ccc(C(=O)/C=C/c2cccnc2)cc1,-4%,-9%,-8%,13%,?,-4%,-1%,-2%,?,-5%,3%
CC(C)(C)C1=C(C#N)C(c2cc3c(cc2Br)OCO3)C(C#N)=C(N)O1 (stereo not given),-3%,3%,-6%,-6%,2%,-3%,2%,5%,-1%,13%,-3%
COc1cc(OC)cc(C(=O)NCc2cc(C)nc3ccccc23)c1,-34%,-6%,25%,-6%,17%[10 µM],-2%,-9%,3%,4%,1%,11%
C/C(Sc1nnc(Cc2ccccc2)o1)=C(/O)c1ccccc1,-1%,-3%,-6%,-1%,-3%,1%,-1%,2%,-15%,-7%,0%
O=C(Cn1cnc2sc(-c3ccccc3)cc2c1=O)NCc1ccco1,-7%,-7%,6%,1%,·,-4%,9%,?,2%[0.365 µM],23%,-10%
CCc1nc2ccccc2n1CCc1ccccc1,-4%,-2%,8%,-1%,2%,-4%,-1%,-7%,8.9µM*,-12%,-3%
Cc1cc(C)c(N2C(=NC(=O)CCCC(=O)O)SC3CS(=O)(=O)CC32)c(C)c1 (stereo not given),-4%,-1%,-1%,4%,-11%,1%,1%,0%,23%,0%,2%
CCOc1ccccc1OCC(=O)OCc1csc(CC(=O)Nc2ccccc2C)n1,7%,7%,·,-18%,·,-4%,0%,-7%,·,·,?
c1ccc(CCC2Cc3ccccc3N2)cc1 (stereo not given),16%,15%,·,-3%,·,-5%,2%,?,·,·,-6%
O=C(N/N=C/c1ccccc1C(F)(F)F)c1ccc2nc[nH]c2c1,7.1µM*,27%,-16%,?,-11%,?,12%,?,7%,11%,-8%
COCCN(C(=S)Nc1ccc(C)cc1C)C(C)c1ccco1 (stereo not given),7%,10%,3%,0%,-96%,-1%,20%,?,14µM*,-13%,4%
CC(Sc1ccc2ccccc2n1)C(=O)O (stereo not given),0%,?,5%&-3%,5%&10%,-2%&-5%,1%&2%,7%&10%,?,?,?,1%
CS(=O)(=O)N(CC(=O)N1CCCC1)c1ccc(Cl)cc1Cl,0%,-3%,9%,0%,1%,-5%,0%,0%,-13%,-3%,-8%
COC(=O)Cn1c(C)c(C(C)=O)c(C(C)=O)c1C,6%,-4%,-12%,-2%,1%,1%,1%,3%,-40%,-12%,1%
Cc1ccc2c(Cl)cc(Cl)c(OCC(=O)Nc3cccc(S(N)(=O)=O)c3)c2n1,-19%,-20%,15%,0%,?,1%,-13%,8%,14µM*,-16%,-6%
OC1(c2cccc(C(F)(F)F)c2)CCN(Cc2nnnn2CCc2ccccc2)CC1,-12%,-2%,-4%,0%,5%,1%,-10%,6%,24%,8%,3%
CCCCCCCN(C(=O)CCl)c1cccc(C)c1,-13%,-36%[inhibitor],12%,-33%[inhibitor],?,-38%[inhibitor],-3%,2%,?,-9%,-9%
c1ccc(CN2CCC(Nc3nc(-c4cccnc4)nc4ccccc34)CC2)cc1,-78%[inhibitor],-7%,19%,-1%,-2%,-1%,-11%,1%,-26%,-13%,-6%
N#CC(c1nc2ccccc2nc1N1CCCCC1)S(=O)(=O)c1ccc(Cl)cc1 (stereo not given),·,5%,-23%,7%,3%,-1%,0%,-1%,26%,4%,·
COc1cccc(C(=O)N2CCC(n3nccc3NC(=O)C(OC)c3ccccc3)CC2)c1 (stereo not given),-17%,8%,7%,1%,-1%,0%,1%,-1%,-29%,-2%,8%
Cc1ccc(C(=O)/C=C/c2cn(CN3CCN(C)CC3)c3ccccc23)cc1,100%,?,29%,?,?,?,15µM*,4.8µM*,-31%,?,·
COc1cccc(CNC(=O)CCCCCn2c(=S)[nH]c3ccc(N4CCOCC4)cc3c2=O)c1,·,-2%,1%,7%,-18%,0%,1%,0%,-13%,2%,·
Cc1cc(C)c(NC(=O)Cn2c([N+](=O)[O-])cnc2C)c(C)c1,8%,-1%,6%,-2%,-15%,-4%,0%,-1%,-2%,-2%,14%
Cc1ccc(C(=O)Nc2ccccc2C(=O)N2CCCCCC2)cc1,-12%,-3%,-11%,0%,4%,1%,-1%,-16%,23%,·,3%
CCOc1cc(N2CCOCC2)c(OCC)cc1NC(=O)Cc1cccc2ccccc12,-35%,1%,8%,2%,8%,-1%,-6%,0%,2%,?,6%
CC(=O)NC(=O)NC1OC(=O)C(Cl)=C1Cl (stereo not given),-26%,13%,?,-1%,1%,1%,11%,-11%,-2%[10 µM],1%,-3%
Cc1nn2c(=O)cc(CSc3nc4ccccc4[nH]3)nc2s1,25%,-6%,2%,9%,-11%,20%,-6%,-6%,4µM*,-16%,-9%
O=C(CSc1nnc(CCCN2C(=O)c3cccc4cccc(c34)C2=O)n1-c1ccccc1)NCCCN1CCOCC1,-12%,-11%,-3%,-10%,-24%,1%,5%,4%,8%,?,-4%
CN(C)c1oc(-c2ccc(Cl)cc2)nc1S(=O)(=O)c1ccccc1,-10%,-10%,19%,-2%,1%,0%,-6%,2%,15%,-6%,2%
CC(C)Oc1ccc(CNC(=O)CCCN2C(=O)C(c3ccccc3)Oc3cccnc32)cc1 (stereo not given),-24%,15%,1%,-1%,0%,-2%,-2%,1%,-27%,0%,7%
CCc1ccccc1OCC(=O)N1CCN(c2ncccn2)CC1,-3%,-2%,·,-6%,·,-6%,3%,-2%,·,·,3%
S=C(c1ccccc1)N1CCCC1,-11%,?,-6%,2%,-7%,2%,0%,0%,4%,1%,4%
Cc1nc2ccccc2n1CC(=O)OCC(=O)Nc1ccc2c(c1)OCCO2,-17%,-2%,6%,4%,0%,0%,2%,-15%,14%[10 µM],1%,3%
COc1ccc(NC(=O)c2nn(C)c(=O)c3ccccc23)cc1S(=O)(=O)Nc1ccccc1Cl,-36%,-1%,-4%,1%,15%,-12%,7%,0%,6%,6%,-7%
CCCCC(=O)N/N=C(/C)C1=C(C)C(C)(C)OC1=O,10%,9%,-3%,-2%,1%,-1%,3%,-1%,4%,-1%,12%
COC(=O)c1cc(S(=O)(=O)n2nc(C)cc2C)c(Cl)cc1Cl,-10%,12%,3%,2%,-3%,3%,-2%,0%,20%,-5%,7%
CC(C)(C)n1cnc2cc(NCc3ccccc3O)ccc21,10%,14%,-5%,8%,-3%,28%,17%,12µM*,-34%,-1%,-14%
CCOc1cc(C(=O)Nc2ccc(S(=O)(=O)NC3=NCCCCC3)cc2)cc(OCC)c1OCC,-8%,-1%,56%[activator],1%,-10%,-1%,4%,-3%,-14%,-10%,9%
COCCSc1nnc(NC(=O)c2ccc([N+](=O)[O-])cc2)s1,40%,6%,0%,10%,-20%,1%,22%,?,1%,2%,7%
Cc1c(C)c(C)c(CN2CCSCC2)c(C)c1C,-4%,2%,-3%,-1%,-18%,-4%,-5%,0%,6%,-1%,13%
COc1ccc(S(=O)(=O)NC(CC(=O)NCCc2ccccc2)c2ccco2)cc1 (stereo not given),0%,11%,13%,-5%,-2%,-1%,0%,5%,-23%,-2%,-2%
CC(OC(=O)CNC(=O)c1ccc(Br)cc1)C(=O)NC1CCCCC1C (stereo not given),4%,2%,·,-5%,·,-2%,1%,0%,·,·,4%
